Screens as filed in PubChem BioAssay.
GPR151 activators: GPR151 activators, triplicate retest, confirmation, cell-based, PathHunter beta-arrestin, luminescence, set 2 (AID 1508608). GPR151 PathHunter beta-arrestin cells, luminescence, 90 min; active compounds read high; 100% = signal from added EA reagent. activation, % at 11.2 µM. hit rate 0.9% among 2,300;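 active = mean activation across replicates above 26.72%, the hit cutoff set for this confirmation screen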;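 note: 0% = plate median of compound wells and 100% = EA reagent high control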
GPR119 beta-arrestin: off-target GPR119 activation – cell-based, PathHunter beta-arrestin, luminescence, set 2, counter-screen for GPR151 activator project, confirmation (AID 1508607). GPR119 PathHunter beta-arrestin cells, luminescence, 90 min; active compounds read high. activation, % at 11.2 µM. hit rate 0.9% among 2,300;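 active = mean percent activation across replicates above the counterscreen hit cutoff of 9.17%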;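 note: 0% = median of sample wells and 100% = wells given EA reagent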
Starred values were filed as active, the others as inactive.

compound: O=C(CSc1nc2ccccc2s1)Nc1cccc(C(=O)O)c1
  GPR151 activators = -7.5; GPR119 beta-arrestin = -3.7

compound: CCOc1ccc(-n2c(=O)c(C#N)cc3c(=O)n4ccccc4nc32)cc1
  GPR151 activators = -3.1; GPR119 beta-arrestin = -1.6

compound: CC(=O)c1cccc(NC(=O)CC2S\C(=N/N=C/C=C/c3ccccc3)NC2=O)c1 (stereo not given)
  GPR151 activators = -4.0; GPR119 beta-arrestin = -3.2

compound: COc1cccc(NC(=O)C(Cc2ccccc2)n2cccc2)c1 (stereo not given)
  GPR151 activators = -5.7; GPR119 beta-arrestin = -3.0

compound: COP(=O)(OC)c1nc(-c2ccc(Br)cc2)oc1NCc1ccco1
  GPR151 activators = 3.4; GPR119 beta-arrestin = -0.7

compound: O=C(CN1C(=O)C(c2ccccc2)=NC12CCCC2)Nc1ccccc1
  GPR151 activators = 8.7; GPR119 beta-arrestin = -0.9

compound: CCn1c2ccccc2c2cc(CNCCc3ccccc3OC)ccc21
  GPR151 activators = 5.7; GPR119 beta-arrestin = 5.7

compound: CCOC(CNc1ncnc2sc(C)c(C)c12)OCC
  GPR151 activators = -2.3; GPR119 beta-arrestin = 1.0

compound: CC(C(=O)O)n1ncn2cccc2c1=O (stereo not given)
  GPR151 activators = 0.5; GPR119 beta-arrestin = 2.2

compound: O=C(Nc1ccc(Br)cc1)c1ccc(Cl)c([N+](=O)[O-])c1
  GPR151 activators = -5.6; GPR119 beta-arrestin = -1.7

Individual results from the entries so far:
CCOC(CNc1ncnc2sc(C)c(C)c12)OCC | GPR151 activators = -2.3
CC(C(=O)O)n1ncn2cccc2c1=O (stereo not given) | GPR119 beta-arrestin = 2.2
O=C(CSc1nc2ccccc2s1)Nc1cccc(C(=O)O)c1 | GPR151 activators = -7.5

Arranged by heavy-atom count (falling): some entries from above
compound: CC(=O)c1cccc(NC(=O)CC2S\C(=N/N=C/C=C/c3ccccc3)NC2=O)c1 (stereo not given)
  GPR151 activators = -4.0; GPR119 beta-arrestin = -3.2

compound: CCOc1ccc(-n2c(=O)c(C#N)cc3c(=O)n4ccccc4nc32)cc1
  GPR151 activators = -3.1; GPR119 beta-arrestin = -1.6

compound: COP(=O)(OC)c1nc(-c2ccc(Br)cc2)oc1NCc1ccco1
  GPR151 activators = 3.4; GPR119 beta-arrestin = -0.7

compound: O=C(Nc1ccc(Br)cc1)c1ccc(Cl)c([N+](=O)[O-])c1
  GPR151 activators = -5.6; GPR119 beta-arrestin = -1.7

Carrying on:
compound: O=C(N/N=C/c1ccco1)c1cc(-c2cccc3ccccc23)n[nH]1
  GPR151 activators = 2.8; GPR119 beta-arrestin = 1.6

compound: Cc1csc2ncc(C(=O)N3CCc4ccccc43)c(=O)n12
  GPR151 activators = 3.3; GPR119 beta-arrestin = -0.9

compound: CCS(=O)(=O)N1CCCC(C(=O)NCc2ccccc2Cl)C1 (stereo not given)
  GPR151 activators = 0.2; GPR119 beta-arrestin = -2.4

compound: C#CCN1CCc2cc(OC)c(OC)cc2C1C (stereo not given)
  GPR151 activators = 6.4; GPR119 beta-arrestin = 4.2

compound: COc1ccc(CCNC(=O)c2ccc3c(c2)ncn3-c2ccc(F)cc2F)cc1OC
  GPR151 activators = 0.5; GPR119 beta-arrestin = 3.4

compound: O=C(CC(c1ccccc1)c1ccccc1)N1CCN(c2cccc(Cl)c2)CC1
  GPR151 activators = -0.9; GPR119 beta-arrestin = -2.4

compound: CN(C)c1ncc(/C=C2/C(=O)NC(=S)N(c3ccccc3F)C2=O)cn1
  GPR151 activators = 6.5; GPR119 beta-arrestin = 0.1

compound: Clc1ccc(-c2nnc3cccc(Cl)n23)c(Cl)c1
  GPR151 activators = 1.5; GPR119 beta-arrestin = 2.5

compound: COc1cc(/C=N/NC(=O)c2cc(-c3cccs3)[nH]n2)ccc1O
  GPR151 activators = -3.2; GPR119 beta-arrestin = -1.0

compound: O=C(CN1C(=O)CC(c2ccco2)Sc2ccccc21)NCc1ccccc1Cl (stereo not given)
  GPR151 activators = -1.5; GPR119 beta-arrestin = -0.8

compound: CN1CCC(N2CCC(Oc3cccc(C(=O)NCc4cccc(F)c4)c3)CC2)CC1
  GPR151 activators = 4.0; GPR119 beta-arrestin = 4.2

compound: CCOC(=O)c1cnc2cc(Cl)c(OC)cc2c1Nc1ccc(F)c(Cl)c1
  GPR151 activators = -3.4; GPR119 beta-arrestin = -0.8

compound: O=C(Cn1c(=O)c2ccccc2n(CC(=O)Nc2ccccc2)c1=O)NCc1ccco1
  GPR151 activators = -4.3; GPR119 beta-arrestin = -3.0

compound: Cc1cccc(NC2=NC(=S)N(c3ccc(I)cc3)C23CCCCC3)c1
  GPR151 activators = 2.1; GPR119 beta-arrestin = 1.2

compound: CC1CCCN(S(=O)(=O)c2cccc3c2C(=O)c2ccccc2C3=O)C1C (stereo not given)
  GPR151 activators = 0.6; GPR119 beta-arrestin = 2.5

compound: COc1ccccc1NC(=S)NCC1CCCO1 (stereo not given)
  GPR151 activators = -1.4; GPR119 beta-arrestin = 6.0

compound: COc1cccc(C(=O)Nc2ccc(-n3nncc3-c3ccc(OC)c(OC)c3)cc2)c1
  GPR151 activators = 5.8; GPR119 beta-arrestin = 5.2

compound: Cc1ccc(C(=O)Nc2ccccc2)cc1S(=O)(=O)Nc1cccc(C(=O)O)c1
  GPR151 activators = 3.8; GPR119 beta-arrestin = -1.7

compound: COc1ccc(NC(=O)Cn2cc(C=O)c3ccccc32)c(OC)c1
  GPR151 activators = 2.4; GPR119 beta-arrestin = 0.5

compound: COc1cccc(/C=N/NC(=O)c2cc(-c3ccc(C)o3)[nH]n2)c1
  GPR151 activators = -1.8; GPR119 beta-arrestin = -0.7

Quoted at random: 2 compounds from above.
compound: CN1CCC(N2CCC(Oc3cccc(C(=O)NCc4cccc(F)c4)c3)CC2)CC1
  GPR151 activators = 4.0; GPR119 beta-arrestin = 4.2

compound: COc1cccc(/C=N/NC(=O)c2cc(-c3ccc(C)o3)[nH]n2)c1
  GPR151 activators = -1.8; GPR119 beta-arrestin = -0.7

The listing picks up with the 2 entries that preceded the break.
compound: COc1ccc(NC(=O)Cn2cc(C=O)c3ccccc32)c(OC)c1
  GPR151 activators = 2.4; GPR119 beta-arrestin = 0.5

compound: COc1cccc(/C=N/NC(=O)c2cc(-c3ccc(C)o3)[nH]n2)c1
  GPR151 activators = -1.8; GPR119 beta-arrestin = -0.7

compound: O=[N+]([O-])c1ccc(-c2nc3ccccc3c3nc4ccccc4n23)cc1
  GPR151 activators = 5.7; GPR119 beta-arrestin = 1.6

compound: O=C(CCN1C(=O)C2C3C=CC(C3)C2C1=O)Nc1ccc(F)c(F)c1 (stereo not given)
  GPR151 activators = 1.0; GPR119 beta-arrestin = 1.6

compound: Cc1cc(Nc2nc(Nc3ccc(Cl)c(C)c3)nc(Sc3nc4ccccc4o3)n2)ccc1Cl
  GPR151 activators = 2.8; GPR119 beta-arrestin = 4.5

compound: O=C(CNc1ccccc1)N/N=C/c1cccc(Oc2ccccc2)c1
  GPR151 activators = -0.8; GPR119 beta-arrestin = -3.2

compound: Cc1nn(C)cc1CN1CCOc2ccc(CN3CCc4ccccc4C3)cc2C1
  GPR151 activators = 12; GPR119 beta-arrestin = 3.7

compound: Cc1c(-c2cc(C(=O)O)no2)cnn1C
  GPR151 activators = -6.3; GPR119 beta-arrestin = -0.1

compound: Cc1cccc(NC(=O)Nc2cccs2)c1C
  GPR151 activators = -2.2; GPR119 beta-arrestin = 0.5

compound: Cc1cccn2c(=O)c3cc(C#N)c(=O)n(CC4CCCO4)c3nc12 (stereo not given)
  GPR151 activators = 2.9; GPR119 beta-arrestin = -4.3

compound: COc1ccc(/C=N\NC(=O)CCn2nnc3ccccc32)cc1OC
  GPR151 activators = -3.6; GPR119 beta-arrestin = -4.1

compound: Cc1ccc(N2C(N)=C(C#N)C(c3ccsc3)C3=C2CCCC3=O)cc1 (stereo not given)
  GPR151 activators = -3.2; GPR119 beta-arrestin = -1.7

compound: O=C(NCC1CCCO1)c1csc2c1CCCC2 (stereo not given)
  GPR151 activators = -1.8; GPR119 beta-arrestin = -2.2

compound: Cc1ccc(Cl)cc1N1CCN(C(=O)c2cnn3c(C)c(Cc4ccccc4Br)c(C)nc23)CC1
  GPR151 activators = 4.1; GPR119 beta-arrestin = 5.7

compound: CCOC(=O)C1=C(C)N=c2s/c(=C\c3cc([N+](=O)[O-])ccc3N3CCOCC3)c(=O)n2C1c1ccc(OC)c(OC)c1 (stereo not given)
  GPR151 activators = 0.2; GPR119 beta-arrestin = 0.3

compound: CCOc1ccc(S(=O)(=O)N(CC(=O)NCCSc2ccccc2)c2ccccc2)cc1
  GPR151 activators = 5.0; GPR119 beta-arrestin = -2.5

compound: COc1ccc(/C=c2\sc3ncnn3c2=O)c(OC)c1
  GPR151 activators = 1.6; GPR119 beta-arrestin = 1.7

compound: COc1ccc(-c2noc(CC(=O)N(C)Cc3ccco3)n2)cc1
  GPR151 activators = -1.7; GPR119 beta-arrestin = -1.7

compound: Cn1nc2c(c1C(=O)NCC1CC(Cc3cccc(F)c3)=NO1)CCCC2 (stereo not given)
  GPR151 activators = -2.0; GPR119 beta-arrestin = -2.2

compound: CC(=O)NC(CCS(C)(=O)=O)C(=O)N1CCc2ccccc21 (stereo not given)
  GPR151 activators = -4.2; GPR119 beta-arrestin = -2.0

compound: O=C1CC(N2CCN(c3ccc(F)cc3)CC2)C(=O)N1CCc1ccccc1 (stereo not given)
  GPR151 activators = -2.0; GPR119 beta-arrestin = 1.8

compound: Cc1cccc(C)c1-n1c(=S)sc2c(=O)n(-c3cccc(Cl)c3)c(SCC#N)nc21
  GPR151 activators = 0.5; GPR119 beta-arrestin = -2.8

compound: CC(NCCO)C(C)C(c1ccccc1)c1ccccc1 (stereo not given)
  GPR151 activators = 1.9; GPR119 beta-arrestin = 3.6

compound: CCN(CC(=O)N1CCCCC1)S(=O)(=O)c1ccc(Cl)cc1
  GPR151 activators = -5.3; GPR119 beta-arrestin = -0.8

compound: CCc1ccccc1NC(=S)N(CCc1ccc(OC)c(OC)c1)Cc1cccnc1
  GPR151 activators = 12; GPR119 beta-arrestin = 5.0

compound: CCOc1ccccc1NC(=O)N(Cc1ccc(F)cc1)C1CCN(CC)CC1
  GPR151 activators = 6.3; GPR119 beta-arrestin = -1.9

compound: COc1ccc(OC)c(Nc2ncnc3c2cnn3-c2ccccc2)c1
  GPR151 activators = 1.2; GPR119 beta-arrestin = 0.2

compound: CCOc1ccc(Nc2nc(C)[nH]c2[N+](=O)[O-])cc1
  GPR151 activators = -4.8; GPR119 beta-arrestin = -0.1

compound: Cc1oc2c(C)c(O)c(CN(C)C)cc2c(=O)c1Oc1ccccc1F
  GPR151 activators = 0.7; GPR119 beta-arrestin = 6.1

compound: CN1c2c(ccc3ccccc23)C(C)(C)C12C=Cc1cc([N+](=O)[O-])ccc1O2 (stereo not given)
  GPR151 activators = -0.9; GPR119 beta-arrestin = -4.4

compound: CC(C)C(=O)Nc1c2c(nn1C(C)(C)C)CS(=O)(=O)C2
  GPR151 activators = 4.3; GPR119 beta-arrestin = -1.2

compound: C/C(=N\NC(=S)Nc1cccc(C(=O)O)c1)c1ccc(C)cc1
  GPR151 activators = -2.3; GPR119 beta-arrestin = 3.2

compound: CCOC(=O)N(NC1=NS(=O)(=O)c2ccccc21)S(=O)(=O)c1ccc(C)cc1
  GPR151 activators = -2.1; GPR119 beta-arrestin = -4.6

compound: CC(C)(C)NC(=S)Nc1cccc(F)c1
  GPR151 activators = 13; GPR119 beta-arrestin = 6.0

compound: CCOc1cc(/C=N/NC(=O)c2ccc([N+](=O)[O-])cc2Cl)ccc1O
  GPR151 activators = -1.4; GPR119 beta-arrestin = -0.6

compound: CCN(C(=O)C(CCS(C)(=O)=O)NC(C)=O)c1ccccc1 (stereo not given)
  GPR151 activators = -3.9; GPR119 beta-arrestin = -0.3

compound: COc1ccc(-c2cnnc(N/N=C/c3ccc([N+](=O)[O-])o3)n2)cc1
  GPR151 activators = 0.5; GPR119 beta-arrestin = 0.5

compound: CN(Cc1ccno1)Cc1c(C(=O)N2CCc3ccccc3C2)nc2ccc(Cl)cn12
  GPR151 activators = 0.7; GPR119 beta-arrestin = -0.3

compound: CC(C)c1ccc(-c2csc(NC(=O)c3ccc(Cl)cc3)n2)cc1
  GPR151 activators = 2.4; GPR119 beta-arrestin = 0.7

compound: CCC1CCC(C(=O)Nc2ccc(Br)cc2C)CC1 (stereo not given)
  GPR151 activators = 4.4; GPR119 beta-arrestin = 3.1

compound: CC1Cc2nc(SCC(N)=O)n(C)c(=O)c2S1 (stereo not given)
  GPR151 activators = 2.9; GPR119 beta-arrestin = 3.1

compound: O=C(Nc1ccccc1-c1ccccc1NC(=O)c1ccc(S(=O)(=O)N2CCCC2)cc1)c1ccc(S(=O)(=O)N2CCCC2)cc1
  GPR151 activators = -3.9; GPR119 beta-arrestin = 1.0

compound: COc1ccc(C(=O)N/N=C/c2cc(Br)c(O)c(Br)c2)cc1
  GPR151 activators = 1.4; GPR119 beta-arrestin = -2.5

compound: O=C(CCSCCC(=O)N1CCc2ccccc21)N1CCc2ccccc21
  GPR151 activators = 2.4; GPR119 beta-arrestin = 0.1

compound: CCOC(=O)C1=C(C)N=c2s/c(=C\c3ccc(Br)o3)c(=O)n2C1c1ccc(OC)c(OC)c1 (stereo not given)
  GPR151 activators = 1.3; GPR119 beta-arrestin = 0.0

compound: O=C1C2C3C=CC(C2C(=O)N1c1ccc(F)cc1)C1C(=O)N(c2ccc(F)cc2)C(=O)C31 (stereo not given)
  GPR151 activators = -1.6; GPR119 beta-arrestin = 2.7

compound: Cc1ccc(S(=O)(=O)N2CCCC2CNC(=O)C(=O)NC2CCCC2)cc1 (stereo not given)
  GPR151 activators = -2.4; GPR119 beta-arrestin = -1.4

Not all compounds are listed (hit frequency here may not be typical).
